miR122 inh – miR-122 inhibition in Huh7 cells; Huh7 miR-122 Renilla luciferase sensor, 48 h; neutral wells = 0, positive control = 100; activation (reporter increase), % at 12.5 µM; 340,000 tested, 0.3% active;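 active = mean replicate activation score at least 90 and every replicate individually at or above 90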;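 note: higher luciferase means less miR-122 activity so hits act as miR-122 inhibitors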
Cneo AK release – causes C. neoformans cell lysis | adenylate kinase release luminescence, 4 h; normalised: neutral wells 0, clomiphene wells 100 | lysis activity, % at 15 µM | AID 651654 | 360,000 tested, 0.2% active;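 active = mean lysis activity across replicates of at least 80%, whatever share of replicates individually reach that level; inactive = mean lysis activity below 80%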
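Test system: log-phase Cryptococcus neoformans yeast cells; Quantity: yeast cell density of 5 × 10^6 cells/mL; Buffer or medium: YPD; Doses: single compound concentration per well; Timing: 4 h at 37 °C static, read 1 h later; Measured by: AK luminescence; Read-out basis: lysis from increased AK signal; Control set: Clomiphene as positive control.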
CASP6 VEID inh – caspase-6 (human) enzyme inhibition. 350,000 tested, 0.53% active. AID 686996. purified caspase-6, Z-VEID-R110 cleavage fluorescence. inhibition, % at 12.5 µM;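 active = mean inhibition across replicates at least about 35%, with every replicate also reaching that limit, limit read from the data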;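 note: 0% = median of neutral control wells and 100% = no fluorescence left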
Target sequence (P55212 24-179 limits assumed): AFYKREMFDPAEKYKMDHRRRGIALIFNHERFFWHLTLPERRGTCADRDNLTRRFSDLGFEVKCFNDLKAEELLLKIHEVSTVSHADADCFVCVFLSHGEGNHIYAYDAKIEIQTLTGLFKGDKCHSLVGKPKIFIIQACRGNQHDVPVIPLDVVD
Target sequence (P55212 194-293 limits assumed): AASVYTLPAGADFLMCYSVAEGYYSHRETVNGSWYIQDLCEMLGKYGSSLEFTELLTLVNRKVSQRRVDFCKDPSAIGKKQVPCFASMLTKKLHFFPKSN
PAX8 reporter – PAX8 transcriptional activity inhibition; RMG-I TPO-luciferase reporter, SteadyGlo, 24 h; inhibition, % at 12.6 µM; 360,000 tested, 1.2% active; AID 652154;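 active = mean replicate inhibition at least 60% with every replicate also reaching 60%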;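 note: luciferase light reporting Pax8 driven TPO promoter activity; plate controls were median of neutral control wells for no effect and mitoxantrone controls for full effect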
EWS-Fli block – EWS/Fli transcriptional activity inhibition | 350,000 tested, 0.67% active | A673 NR0B1-luciferase reporter, viability-normalised | inhibition, % at 12.6 µM;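 active = mean inhibition of at least 50% after viability correction, with every replicate also passing that limit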;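 note: firefly luciferase signal divided by Alamar Blue viability fluorescence both relative to DMSO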
LGR2 antag – Drosophila LGR2 receptor signaling inhibition. HEK293 LGR2, CRE-luciferase, bursicon-stimulated, 4 h. 380,000 tested, 0.35% active. AID 720647. inhibition, % at 9.99 µM;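 active = drop in luminescence signal, shown as inhibition above about 50% in the replicate tests, limit read from the data, passing the limit was not always enough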;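 note: agonist challenge used bursicon conditioned medium at about half maximal strength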
PGC1a acetyl inh – lowers PGC1a acetylation signal in U2OS cells | AlphaScreen anti-acetyl-lysine; with virally co-expressed GCN5 acetyltransferase | inhibition, % at 15.6 µM | 350,000 tested, 0.17% active;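 active = every replicate shows inhibition of at least 40%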;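 note: 0% = neutral control wells and 100% = positive control wells; some results beyond the cut were filed as inactive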
FN deposition inh – fibronectin deposition inhibition; AH1F fibroblasts, Alexa488-fibronectin deposition fluorescence, overnight; inhibition, % at 12.6 µM; AID 743247; 350,000 tested, 0.086% active;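 active = mean inhibition across replicates of 30% or more, regardless of how many single replicates reach that level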;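 note: positive control wells lacked labelled fibronectin entirely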
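Measured by – fluorescence 485/525 nm · System – AH1F fibroblast monolayer, labelled fibronectin deposition · Amount – 10000 cells per well · Buffer or medium – serum-reduced DMEM (2% serum) · Doses – single dose, pinned · Also added – fluorescent fibronectin at 24 nM final · Schedule – 1 h cell attachment, overnight exposure to compound and label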
Starred values were filed as active, the others as inactive; . = not tested or not shown; & = joins results of further samples; [ ] = dose if it differs, or a comment.

Every second line gives: miR122 inh, Cneo AK release, CASP6 VEID inh, PAX8 reporter, EWS-Fli block, LGR2 antag, PGC1a acetyl inh, FN deposition inh
(1) COc1ccc(CCNCC2CCCO2)cc1 (configuration not stated)
  -4, -1, -1, 27, -3, 2, ., -1
(2) CCN1C(=O)CC(=O)N(CC)C1=S
  ., -3, 0, -3, -14, 2, ., -12
(3) COC(=O)C1=C(c2ccc(F)cc2OCc2ccccc2)C[C@@H]2CC[C@H]1N2C(=O)NCc1ccc(C(C)(C)C)cc1
  ., 1, 0, 79*, 15, 13, ., -5
(4) N#Cc1cccc(-c2ccc([C@H]3[C@@H](CO)N4CCCCN(C(=O)Cc5ccccc5)C[C@H]34)cc2)c1
  -13[16.7 µM], 0, 1, 11, 8, 10, -9, .
(5) O=C(c1sc2ccccc2c1Cl)N1CCC2(CC1)OCCO2
  7, -1, -2, ., 0, -9, 9, .
(6) Oc1cc2c(cc1CN1CCN(c3ccccc3)CC1)OCO2
  -5, 1, 4, 6, -2, -22, 8, 3
(7) Cc1cccc(C)c1NC1=NCCCCS1
  2, -1, ., 11, ., ., 5, -8
(8) Nc1c2c(nc3sc4c(c13)CCCC4)CCCC2
  -1, -2, -2, -140, -33, -47, -16, 9
(9) CCOc1cc(/C=C2\C(=O)NC(=O)N(C)C2=O)cc([N+](=O)[O-])c1O
  10, 4, 1, -2, -12, 7, 2, 2
(10) COC(=O)C1=C(c2ccc(OC(F)(F)F)cc2)C[C@@H]2CC[C@H]1N2C(=O)NCc1cc(C)oc1C(F)(F)F
  -8, -1, -1, 10, 7, -16, -14, -3
(11) O=C(NCCN1CCC2(CC1)C(=O)NCN2c1ccccc1)c1ccc(F)cc1F
  ., ., -3, -2, -5, 9, ., 2
(12) O=C(NC(=O)N1CCC2(CC1)OCCO2)c1ccc(Cl)cc1
  4, 7, 0, 5, 4, 1, 3, -11
(13) COC(=O)C1=C(c2ccc(S(C)(=O)=O)cc2)C[C@@H]2CC[C@H]1N2C(=O)NCc1ccco1
  -2, -7, 0, -22, -8, 0, -3, 1
(14) CCC(=NCc1ccco1)c1c(O)n(C)c(=O)n(C)c1=O
  ., ., -1, -5, 2, -8, ., -1
(15) CN(c1ccc(O)cc1)c1ccc([N+](=O)[O-])c2nonc12
  -6, 2, 8, 8, -32, 1, 11, 2
(16) COCCNC(=S)N1Cc2ccccc2-n2nncc2C1
  -1, 0, 0, -26, 0, -5, -2, 0
(17) COc1ccc(-n2nc(C(=O)NCC(=O)N3CCC4(CC3)OCCO4)c3ccccc3c2=O)cc1
  -1, -23, -1, -47, -16, 8, ., -17
(18) COc1ccc(C#Cc2ccc([C@@H]3[C@@H](CO)N4CCCCN(C(=O)Cc5cccnc5)C[C@@H]34)cc2)cc1
  -16[16.7 µM], 0, -1, -30, -13, 5, 0, .
(19) CC(=O)OC1CCC2(C)C(=CC(=O)C3C2CCC2(C)C(OC(C)=O)CCC32)C1 (configuration not stated)
  1, ., 0, -20, -7, ., 6, 4
(20) COc1ccc(OC(=O)N(C)C[C@H]2OCc3cnnn3CCCC(=O)N([C@H](C)CO)C[C@H]2C)cc1
  -4, 2&0, 2&1, -7&3, 13&-1&2, -16&-8, -1&5, 4&-9
(21) C#CCCC[C@@H]1OC(=O)CNC(=O)C([C@@H](C)CC)NC(=O)[C@@H]2CCCN2C(=O)C([C@@H](C)CC)OC(=O)[C@H](Cc2ccccc2)N(C)C(=O)[C@H](C(C)C)NC(=O)C1(C)C (some centres not stated)
  -2, -4, 1, -5, 7, 10, -6, 4
(22) CCCCCCCn1c(=O)c(C(=O)Nc2cnccn2)c(O)c2ccccc21
  1, 0, 0, 13, 3, 2, 7, -2
(23) Cc1cc(S(=O)(=O)NC(C)C)ccc1OCC(=O)N1CCN(Cc2ccc3c(c2)OCO3)CC1
  -5, -2, ., ., ., -30, 4, .
(24) N=c1c[n+](C2CCCCC2)[n-]o1
  -13, 1, -2, 2, 6, ., ., 7
(25) C[N+](C)(C)CC(=O)Nc1ccc(Cl)cc1C(=O)c1ccccc1
  -1, -3, -4, 10, 11, 10, ., -4
(26) CCCCC(=O)N/N=C/c1c(O)n(CC)c(=S)n(CC)c1=O
  1, 1, -9, 31, 14, 11, -5, 3
(27) CN(C)CCCNCC(=O)Nc1ccc(Cl)cc1C(=O)c1ccccc1
  ., ., -73, 7, 8, 1, ., -5
(28) CC(=O)Nc1cc(C(=O)N2CCC3(CC2)OCCO3)ccc1Sc1ccc(C)cc1
  8, 1, ., ., ., 1, 0, -4
(29) O=C(O)C(Cl)(Cl)Cl
  -4, -1, ., 4, -23, -24, 2, -108
(30) CCn1c(C)c(C(=O)NCCc2ccccc2)c2cc(OC)ccc21
  3, -3, 3, 10, 3, 23, ., 0
(31) COC(=O)C1C(O)C(C)C(O)C(C)/C=C\C=C(/C)C(=O)Nc2c(C)c(OC(C)=O)c3c(c2O)C(=O)C(C)=C2OCOC(=C23)/C(C)=C/C(C)(O)C(O)C(C)C1O (configuration not stated)
  ., -2, 35, -1, -6, 14, ., 2
(32) CCOc1cc2c(cc1OCC)-n1cccc1C(c1ccccc1F)NC2 (configuration not stated)
  0, -3, -1, -7, 13, 1, -3, 4
(33) CC(=NCc1ccc2c(c1)OCO2)c1c(O)n(-c2ccc(C)cc2)c(=O)[nH]c1=O
  ., ., -3, -2, -11, -5, ., 7
(34) Cc1ccc2c(c1)C(c1ccccc1)=NCC(=O)N2
  6, 5, 3, 0, 2, 3, 2, 4
(35) CC(Cc1ccccc1Sc1ccccc1)N(C)C (configuration not stated)
  -2, -2, 1, 53, -7, -9, -16, 1
(36) CC(C)(CN)CC(=O)O
  -1, ., 7, 3, -3, -5, -3, 6
(37) COc1cccc2c1O[C@H]1C(=O)CC[C@H]3CN(C)CCC231 (some centres not stated)
  ., 0, 1, -16, -9, -13, ., -12
(38) Cc1noc(C)c1CSCC(=O)Nc1ccc(C#N)c(Cl)c1
  ., ., 1, 9, 10, -3, 0, -1
(39) N#CC[N+]1(CCCNP2(=O)C=C(c3ccccc3)OC(c3ccccc3)=C2)CCOCC1
  -5, ., -105, -20, 2, -6, -17, -8
(40) COc1cccc(CN2CCN(C(=O)COc3ccc4ccccc4c3)CC2)c1
  -1, 1, ., ., ., -9, -17, .
(41) O=[N+]([O-])c1cc(F)c(N2CCCC2)cc1Br
  -20, -5, -1, -14, -3, ., ., 7
(42) Cc1cccc(-n2c(O)c(/C=C3/C(c4ccccc4)=Nc4ccccc43)c(=O)[nH]c2=O)c1
  38, ., 2, -6, 37, -8, ., 8
(43) CC1CC2(C)C(CCC3C2CCC2(C)C(OP(=O)(N4CC4)N4CC4)CCC32)CC1=O (configuration not stated)
  3, ., -1, -5, 7, ., 3, -4
(44) CC(C)OP(=O)(OC(C)C)C(O)c1cccnc1 (configuration not stated)
  7, 4, ., 5, ., 8, 2, 0
(45) C=CCN1C(=O)NC(=O)/C(=C/C=C/c2ccccc2)C1=O
  4, 1, 1, 45, 31, ., 11, 11

Some of the entries so far, as labelled records.
[40] COc1cccc(CN2CCN(C(=O)COc3ccc4ccccc4c3)CC2)c1
  miR122 inh: -1
  Cneo AK release: 1
  CASP6 VEID inh: .
  PAX8 reporter: .
  EWS-Fli block: .
  LGR2 antag: -9
  PGC1a acetyl inh: -17
  FN deposition inh: .

[35] CC(Cc1ccccc1Sc1ccccc1)N(C)C (configuration not stated)
  miR122 inh: -2
  Cneo AK release: -2
  CASP6 VEID inh: 1
  PAX8 reporter: 53
  EWS-Fli block: -7
  LGR2 antag: -9
  PGC1a acetyl inh: -16
  FN deposition inh: 1

[37] COc1cccc2c1O[C@H]1C(=O)CC[C@H]3CN(C)CCC231 (some centres not stated)
  miR122 inh: .
  Cneo AK release: 0
  CASP6 VEID inh: 1
  PAX8 reporter: -16
  EWS-Fli block: -9
  LGR2 antag: -13
  PGC1a acetyl inh: .
  FN deposition inh: -12

The list goes on.
Every second line gives: miR122 inh, Cneo AK release, CASP6 VEID inh, PAX8 reporter, EWS-Fli block, LGR2 antag, PGC1a acetyl inh, FN deposition inh
(46) COC(=O)[C@@H]1[C@@H](CO)[C@@H]2Cn3c(ccc(-c4ccccc4F)c3=O)[C@H]1N2Cc1cccnc1
  -4[16.7 µM], -1, -2, -12, 0, 22, ., .
(47) O=c1[nH]c(=O)n(-c2ccc(Br)cc2)c(O)c1C=NCCN1CCCCC1
  -4, -2, -5, 2, 5, 11, 0, -7
(48) COc1cccc(C2(O)CCSCC2CN(C)C)c1 (configuration not stated)
  -2, 7, -3, -4, 2, 5, 0, 1
(49) NC(=O)OCCCc1ccccc1
  -1, -2, -2, 8, 2, -10, 1, -3
(50) CN(Cc1ccccc1)C1CCCN(C(=O)COc2ccccc2Cl)C1 (configuration not stated)
  -2, -1, -3, ., -4, -7, ., 7
(51) CC[N+](CC)(CC#CCO)CC#Cc1ccccc1
  ., ., -77, 1, 2, 18, 5, 5
(52) CCOC(=O)C(O)(c1ccc(NC(=O)NC2CCCCC2)cc1)C(F)(F)F (configuration not stated)
  2, 0, ., ., ., -22, 2, 5
(53) COC(=O)C1=C(c2cccc3c2S(=O)(=O)c2ccccc2-3)C[C@@H]2CC[C@H]1N2C(=O)N1CCc2cc(OC)c(OC)cc2C1
  -14, 0, -1, 27, 20, -2, -6, 5
(54) CC1COC2N=C(N[N+](=O)[O-])NC2O1 (configuration not stated)
  -7, ., -6, 7, 10, -2, -1, 2
(55) COc1cc(N2CCOCC2)ccc1/C=C1\C(=O)NC(=O)N(Cc2cccs2)C1=O
  ., ., -2, -12, 5, 3, 2, -1
(56) O=C(O)C1C(C(=O)O)C2(Cl)C(Cl)=C(Cl)C1(Cl)C2(Cl)Cl (configuration not stated)
  0, 0, 0, ., -7, -7, -3, .
(57) Cc1cccc(NC(=O)N2CCCC2)c1
  ., ., -4, 14, 5, -2, ., 0
(58) Cc1nc2ccc(Cl)cn2c1P(=S)(N1CCOCC1)N1CCOCC1
  3, -4, ., ., ., -24, -3, .
(59) Cc1oc(-c2ccccc2Cl)nc1CN1C(=O)CN=C(c2ccccc2)c2ccccc21
  -9, 1, 4, 15, -1, 40, 8, -4
(60) O=C(NCc1ccccc1)c1cccn(Cc2ccccc2)c1=O
  2, -2, -1, -1, 3, 6, 1, 1
(61) CCCCCCCCCCCCn1ccc(=N)cc1
  -22, 6, -37, 101*, 48, 34, 23, 28
(62) CC1(C)CC(=O)C2=C(C1)NC(=O)C21C(C(=O)OC(C)(C)C)=C(N)Oc2ccc(Br)cc21 (configuration not stated)
  3, -1, 3, ., ., 9, 0, .
(63) O=C(NCCN1CCCCC1)c1ccc(Cl)nc1Cl
  ., ., -127, -7, -5, 6, ., 7
(64) N#CCCn1cc(C(=O)NCc2ccccc2)c(-c2ccc3c(c2)OCCO3)n1
  35, 7, 0, -6, 0, -8, 4, -3
(65) COc1ccc(-c2cc(=Nc3cccc(C(=O)O)c3)c3cc(C)ccc3o2)cc1
  -2, ., 5, -32, 14, 55*, 7, -3
(66) Cc1cc(C=O)c(C)n1C(C)C
  ., ., 7, -9, -1, -19, ., .
(67) O=[N+]([O-])c1ccc(N2CC2)c([N+](=O)[O-])c1
  ., 0, -2, 14, 9, 7, 9, -8

An excerpt; the hit share may differ from the screen's.
